IMPase cell inh = qHTS Assay for Identifying the Cell-Membrane Permeable IMPase Inhibitors; Inositol monophosphatase 1 (Rattus norvegicus), P97697; CHO-M1 cells, IP1 accumulation, HTRF TR-FRET ratio; inhibition (IP1 accumulation), % at 46.1 µM; 120,000 tested, under 10 active; active = well fitted curve in the direction sought with a large enough effect in the signal ratio, not every such curve was filed as active; inconclusive = small, poorly fitted or top-dose-only effect, or a change in a side signal; inactive = no such curve, though single readings can be large or run the other way; the % refers to the signal ratio;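 also: cells stimulated with carbachol in lithium chloride buffer; plate controls were DMSO basal wells for no effect and reference inhibitor wells for full effect; higher means more IMPase inhibition seen as more IP1 and lower FRET ratio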
Target sequence (P97697 whole entry, looked up): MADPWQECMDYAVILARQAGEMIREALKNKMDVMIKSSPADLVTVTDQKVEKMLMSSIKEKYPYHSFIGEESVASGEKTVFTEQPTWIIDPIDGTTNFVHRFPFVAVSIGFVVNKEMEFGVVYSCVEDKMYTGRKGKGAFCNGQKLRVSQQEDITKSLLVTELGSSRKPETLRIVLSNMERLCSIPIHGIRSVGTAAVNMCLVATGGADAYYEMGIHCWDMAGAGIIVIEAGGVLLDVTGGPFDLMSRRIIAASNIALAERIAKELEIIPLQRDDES
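In this qHTS, compounds (final up to 46 uM) act on CHO-M1 cells that are then activated through the M1 receptor with carbachol, in pH 7.4 buffer containing 50 mM LiCl, for 30 min. IP1 accumulation is quantified by the IP-One immunoassay.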
ALOX12 inhib = qHTS Assay for Inhibitors of 12-hLO (12-human lipoxygenase); AID 1452, 2008; Potency, µM (titrated, usually from 57.1 µM), for inactives: at the highest dose activity change, negative = inhibition, most hits filed as inhibitors; purified 12-hLO, xylenol orange hydroperoxide absorbance; actives 0.12% (n = 150,000); also: potency is read from the fitted curve at half-maximal effect; nearly all actives have a fitted effect of over 55% in size; many of its hits are not listed in these tables
Target sequence (P18054 whole entry, looked up): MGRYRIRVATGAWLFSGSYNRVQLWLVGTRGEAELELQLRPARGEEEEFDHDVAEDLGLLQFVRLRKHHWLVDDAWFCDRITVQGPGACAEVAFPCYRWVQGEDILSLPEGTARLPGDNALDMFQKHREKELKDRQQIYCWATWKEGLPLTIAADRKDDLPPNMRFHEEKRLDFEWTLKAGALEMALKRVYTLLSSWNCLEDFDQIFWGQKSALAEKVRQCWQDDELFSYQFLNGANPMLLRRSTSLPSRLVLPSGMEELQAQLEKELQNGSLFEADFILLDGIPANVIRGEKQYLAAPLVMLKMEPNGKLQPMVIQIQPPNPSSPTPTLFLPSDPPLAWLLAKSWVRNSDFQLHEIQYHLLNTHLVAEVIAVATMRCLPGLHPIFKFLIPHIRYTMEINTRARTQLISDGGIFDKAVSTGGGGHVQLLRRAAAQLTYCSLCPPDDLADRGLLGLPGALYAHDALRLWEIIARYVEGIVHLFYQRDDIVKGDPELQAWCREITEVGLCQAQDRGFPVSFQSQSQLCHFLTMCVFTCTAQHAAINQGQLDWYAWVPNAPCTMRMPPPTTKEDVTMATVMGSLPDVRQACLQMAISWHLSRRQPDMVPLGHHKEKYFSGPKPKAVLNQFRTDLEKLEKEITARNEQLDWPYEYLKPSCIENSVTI
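150 nM 12hLO, 25 mM Hepes pH 7.0 + 0.01% Triton X-100; cpd preinc 15 min RT; 40 uM arachidonic acid, 30 min RT; Fe-XO 30 min; A573/A405 ratio as read-out.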
PNC inhibitor = High Content Assay for Compounds that inhibit the Assembly of the Perinucleolar Compartment | PC3M PTB-GFP, PNC prevalence imaging, 16 h; hits give low values | activity change (PNC), negative = inhibition, % at 10 µM | actives 3.1% (n = 140,000);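 active = readout at or below -70, meaning at least 70% loss of cells showing the perinucleolar compartment, a nuclear body marking cancer cells; inconclusive = readout between -30 and a set limit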;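 also: plate controls were DMSO wells for no effect and camptothecin positive control wells for full effect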
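Compounds are pinned in duplicate onto adhered PC3M cells stably expressing GFP-tagged PTB and incubated 16 h at 37 C. Cells are then fixed, nuclei stained with Hoechst, and PNC-positive cells counted.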
ALOX15B inhib = qHTS Assay for Inhibitors of 15-hLO-2 (15-human lipoxygenase 2) | Polyunsaturated fatty acid lipoxygenase ALOX15B (Homo sapiens), O15296 | purified 15hLO-2, xylenol orange hydroperoxide absorbance | Potency, µM (top dose mostly 57.1 µM), for inactives: at the top dose activity change, negative = inhibition, actives largely listed as inhibitors | actives 0.56% (n = 110,000); also: potency is read from the fitted curve at half-maximal effect; nearly all actives have a fitted effect of over 60% in size; many of its hits are not listed in these tables
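Read-out: hydroperoxide product oxidises ferrous iron, measured as xylenol orange complex via the 573-to-405 nm absorbance ratio after 30 min. Reaction: 50 nM enzyme, 15 min compound preincubation, 45 uM arachidonic acid, 90 min RT, Hepes pH 7.5 with Triton X-100.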
The depositor's hits bear a star; ? = inconclusive; . = no result given; [ ] = dose if it differs, or a comment. Unless noted, calls follow the shape of the dose curve; as a rule, active = well fitted curve in the direction sought with a large enough effect; inconclusive = small, poorly fitted or top-dose-only effect, or another doubt; inactive = no such curve, though single readings can be large; an effect the other way counts as inactive or inconclusive. Unless noted, % is scaled to controls: 0 for no effect and ±100 for the full control effect.

nr	IMPase cell inh	SMILES	ALOX12 inhib	PNC inhibitor	ALOX15B inhib
1	-6	COc1cccc(C2=NOC(C(=O)NCc3ccccc3)C2)c1 (stereo not given)	-12%	9	1%
2	6	CC(C)C(=O)Nc1cccc(NC(=S)NC(=O)C(c2ccccc2)c2ccccc2)c1	?	31	?
3	6	Cc1cccc(NC(=O)C2CCN(S(=O)(=O)c3cccs3)CC2)n1	2%	-16	2%
4	-12	Cn1c(SCc2ccc(F)cc2)nnc1-c1cccs1	-1%	-20	3%
5	-2	CC(C)CCn1c(-c2nonc2N)nc2ccccc21	-3%	145	.
6	2	COc1cc(C(=O)Oc2c(CN3CCOCC3)cc(Cl)c3cccnc23)cc(OC)c1OC	-21%	-20	25%
7	5	COc1ccccc1NC(=O)CNC(=O)c1ccc(F)cc1	-2%	30	-9%
8	.	COCCn1c(=O)c(-c2ccccc2)nc2cnc(N3CCNCC3)nc21	-2%	.	4%
9	9	O=C(Nc1ccccc1C(=O)N1CCOCC1)c1ccncc1	2%	?	6%
10	18	CCCCN(C)C(=O)CSc1nc(NCc2ccc(OC)cc2)c2ccccc2n1	-3%	-19	5%
11	7	COC(=O)c1cc(OC)ccc1-c1ccc(OC)cc1	3%	47	-9%
12	.	COc1ccc(NC(C(=O)Nc2cccc(C(C)=O)c2)c2ccccc2)cc1 (stereo not given)	-4%	18	.
13	0	CCOC(=O)C1=C(N)N(c2ccc(N3CCCCC3)cc2)C(=O)C1	-5%	61	-13%
14	9	CCOc1cccc(-c2nn3c(-c4ccccn4)nnc3s2)c1	2%	?	-1%
15	-3	Cc1ccc2[nH]c(C)c(CC(=O)O)c2c1	-20%	2	-19%
16	-9	Cc1ccc(C)c(-n2c(SCC(N)=O)nnc2-c2ccccn2)c1	-2%	43	9%
17	.	C=C[C@]1(C)CC(=O)[C@@]2(O)[C@@]3(C)C(O)CCC(C)(C)C3C(O)C(OC(C)=O)[C@@]2(C)O1 (stereo not given in full)	-3%	.	2%
18	4	COc1cccc(C2C3(C#N)C(N)=NC(OC)(OC)C23C#N)c1 (stereo not given)	7%	51	-1%
19	-9	O=C(Nc1cccc(Cl)c1)ON=C1c2ccccc2-c2ccccc21	-3%	-14	1%
20	4	CC(C)c1ccc(NC(=O)C(c2ccccc2)N2CCOCC2)cc1 (stereo not given)	-5%	18	4%

Part of the list above, showing only PNC inhibitor and IMPase cell inh.
entry	SMILES	PNC inhibitor	IMPase cell inh
1	COc1cccc(C2=NOC(C(=O)NCc3ccccc3)C2)c1 (stereo not given)	9	-6
2	CC(C)C(=O)Nc1cccc(NC(=S)NC(=O)C(c2ccccc2)c2ccccc2)c1	31	6
3	Cc1cccc(NC(=O)C2CCN(S(=O)(=O)c3cccs3)CC2)n1	-16	6
4	Cn1c(SCc2ccc(F)cc2)nnc1-c1cccs1	-20	-12
5	CC(C)CCn1c(-c2nonc2N)nc2ccccc21	145	-2

The listing continues:
nr	IMPase cell inh	SMILES	ALOX12 inhib	PNC inhibitor	ALOX15B inhib
21	.	COc1ccccc1-c1nnc(NC(=O)C2=COCCO2)o1	-2%	3	.
22	.	Cc1cc(C2=NNC(=NC3CC3)SC2)c(C)n1-c1ccccc1F	-5%	-27	.
23	-2	Oc1ccccc1-c1cc(-c2ccco2)[nH]n1	-27%	24	-2%
24	-3	COc1cc(-c2cc(=O)c3ccccc3o2)ccc1O	-7%	.	-12%
25	0	O=C(CSc1nnc(-c2ccncc2)o1)Nc1ccccc1Cl	-3%	-90*	7%
26	3	CCCCSc1cc(C)nc2ncnn12	-1%	2	-5%
27	15	C=C(C)Cn1c(CCCNC(=O)C(C)(C)C)nc2ccccc21	0%	?	.
28	-13	CCc1ccc(C(C)NC(=O)c2ccc(F)cc2)cc1 (stereo not given)	-6%	-21	0%
29	10	OC(COCc1ccccc1)CN1CCN(c2ccccc2)CC1 (stereo not given)	-1%	?	10%
30	-2	CCOC(=O)N1CCN(S(=O)(=O)N(C)C)CC1	-1%	1	-1%
31	?	CN(O)/C=C1\C(=O)Nc2ccccc21	-30%	43	?
32	.	COc1ccc(OC)c(NC(=S)NCc2cccs2)c1	-1%	35	.
33	9	O=C(Nc1ccc(NC(=O)c2ccc(S(=O)(=O)c3ccccc3)cc2)cc1)c1ccccc1	3%	?	-29%
34	3	O=C1NC(=O)C(CC(=O)N(Cc2cccs2)C2(C(=O)NC3CCCC3)CCCCC2)N1 (stereo not given)	-3%	-19	.
35	-6	COc1cccc(OC)c1C(=O)Nc1ccc(NC(=O)c2ccco2)cc1	0%	?	0%
36	.	O=C1C(Cc2ccc(Br)cc2)SC(=Nc2ccccc2)N1c1ccccc1 (stereo not given)	2%	8	.
37	.	CCc1ccc(NC(=O)CO/N=C(\C)c2cc3ccccc3o2)cc1	-2%	?	.
38	5	CC1CC(C)CN(CCCNC(=O)c2csc3c2CCCC3)C1 (stereo not given)	6%	?	40%[activator]
39	-7	CCN1CCN(CC(=O)Nc2ccc3c(c2)OCO3)C(=O)C1=O	-1%	-11	.
40	-6	CC(Sc1nnc2ccccn12)C(=O)Nc1ccc(Cl)cn1 (stereo not given)	-6%	22	1%
41	-4	Cn1c(=O)c2c(ncn2CC(=O)OCC(=O)Nc2cc(Cl)ccc2Cl)n(C)c1=O	-1%	-3	.
42	6	Cc1ccc(C2CC(c3cccc(C)c3)n3ncnc3N2)cc1 (stereo not given)	1%	-5	47%[activator]
43	-3	CCCCNCc1cc(OC)c(OCC(N)=O)cc1Br	1%	-100*	.
44	.	CN(CC(=O)Nc1ccc(N2CCOCC2)cc1)CC(=O)Nc1ccccc1[N+](=O)[O-]	-2%	-100*	.
45	-6	CCNc1ccc(S(=O)(=O)N(C)C)cc1NCC(=O)Nc1c(F)cccc1F	0%	-11	.
46	.	CNc1nc(-c2ccc(N(C)C)cc2)nc2ccccc12	-9%	.	36%[activator]
47	0	c1ccc2c(c1)ncc1cccn12	-3%	-22	1%
48	-11	Cc1ccc(OCCC(=O)Nc2ccc(F)c(Cl)c2)cc1	1%	23	.
49	-2	COc1ccccc1CN(Cc1cc2cc(C)ccc2[nH]c1=O)Cc1nnnn1CC1CCCO1 (stereo not given)	1%	42	0%
50	-28	O=C(Cc1cc(=O)oc2cc(O)ccc12)NCC1CCC(C(=O)O)CC1 (stereo not given)	-4%	-7	-2%
51	3	COC(=O)c1ccc(NC(=O)C2CCN(S(C)(=O)=O)CC2)cc1	-1%	?	-4%
52	.	Cc1ccccc1Nc1nc(N)nc(COC(=O)c2cccc(S(=O)(=O)NCc3ccccc3)c2)n1	-4%	66	.
53	4	N#Cc1ccccc1NC(=O)CC1CCCCC1	3%	4	0%
54	-12	CC1(C)Cc2noc(N)c2C(C)(C)N1OC(=O)c1ccco1	0%	247	.
55	?	CCOC(=O)c1nn(-c2ccccc2C)c2nc(-c3ccc(C)cc3)c(C#N)c(=O)n12	-5%	-16	-1%
56	-3	Cc1cnc(-c2nnc(N(C)C(=O)c3ccccn3)s2)cn1	0%	?	-2%
57	-4	CCOC(=O)C1=C(C)NC2=C(C(=O)CC(C)(C)C2)C1c1ccc2c(c1)CCCN2C (stereo not given)	-7%	38	-12%
58	-5	CC1SC(c2ccc(Cl)cc2)NC1=O (stereo not given)	1%	?	.
59	.	CCN(CC)c1ccc(N)cc1	-9%	.	-10%
60	-6	CCN(C(=O)CSc1nnc(Cn2nnc3ccccc32)o1)c1nc(C)cs1	-3%	-8	.

3 entries out of the list, ordered by heavy-atom count, highest first.
nr	IMPase cell inh	SMILES	ALOX12 inhib	PNC inhibitor	ALOX15B inhib
34	3	O=C1NC(=O)C(CC(=O)N(Cc2cccs2)C2(C(=O)NC3CCCC3)CCCCC2)N1 (stereo not given)	-3%	-19	.
41	-4	Cn1c(=O)c2c(ncn2CC(=O)OCC(=O)Nc2cc(Cl)ccc2Cl)n(C)c1=O	-1%	-3	.
58	-5	CC1SC(c2ccc(Cl)cc2)NC1=O (stereo not given)	1%	?	.

Exported with values under each structure: part of the list above
Sequence of screens – IMPase cell inh, ALOX12 inhib, PNC inhibitor, ALOX15B inhib
13. CCOC(=O)C1=C(N)N(c2ccc(N3CCCCC3)cc2)C(=O)C1
    0, -5%, 61, -13%
14. CCOc1cccc(-c2nn3c(-c4ccccn4)nnc3s2)c1
    9, 2%, ?, -1%

Next results:
nr	IMPase cell inh	SMILES	ALOX12 inhib	PNC inhibitor	ALOX15B inhib
61	2	CCOC(=O)NN1C(=O)c2ccccc2NC1c1ccc(N(C)C)cc1 (stereo not given)	5%	165	.
62	8	Cc1cc(Oc2cnn(C(C)(C)C)c(=O)c2Cl)cc(C(C)C)c1	0%	-23	.
63	1	O=C1[C@H]2[C@@H](C(=O)N1c1cc(Cl)cc(Cl)c1)[C@]1(C(=O)Nc3ccccc31)N1CCC[C@@H]21	-14%	-3	-14%
64	0	CC(=O)N1N=C(c2ccc(Br)cc2)OC1(C)CC(=O)Nc1ccccc1 (stereo not given)	-5%	-17	.
65	0	Cn1cccc1/C=N/n1c(-c2ccc(C(C)(C)C)cc2)n[nH]c1=S	?	54	10µM*
66	-8	N#Cc1c(N2CCOCC2)nc(-c2ccco2)c2c1CCCC2	-6%	50	-28%
67	?	O=C(C1CCN(c2nnc(-n3cccc3)s2)CC1)N1CCN(c2cccc(C(F)(F)F)c2)CC1	-3%	33	-8%
68	0	COc1ccc(OC)c(-c2cc(C(=O)NCc3cccs3)no2)c1	-5%	3	.
69	.	CCOC(=O)c1sc(NC(=O)COC(=O)CNC(=O)c2ccco2)c(C(=O)OCC)c1C	0%	?	.
70	3	O=C(CN1C(=O)CC(c2ccccc2)=Nc2ccccc21)NCc1ccccc1	0%	-20	.
71	-1	CSCCC(NC(N)=O)C(=O)NCc1ccc(Cl)cc1 (stereo not given)	-1%	53	-2%
72	-5	COc1ccc(NC(=O)CC(=O)Nc2ccc(OC)cc2OC)c(OC)c1	-8%	-127*	-3%
73	11	Cc1cc(C(C)(C)C)ccc1OCCn1ccnc1	1%	-20	16%
74	-11	Cc1ccc(NC(=O)c2ccc(CNc3c(N4CCOCC4)c(=O)c3=O)cc2)cc1	-4%	?	-4%
75	2	O=C(COC(=O)[C@@H]1CCCN1C(=O)c1cccs1)NCCc1ccccc1	10%	?	4%
76	6	CCS(=O)(=O)n1nc(-c2ccc(OC)cc2)nc1SC	-11%	64	-2%
77	2	Cc1cc(C)c(C#N)c(SCc2nc3ccccc3[nH]2)n1	8%	-10	28%
78	0	C=C(Cl)COc1ccc2c(CCCC)cc(=O)oc2c1	1%	20	-4%
79	2	CCn1c(SCC(=O)N2CCCc3ccccc32)nnc1-c1c[nH]c2ccccc12	-4%	3	2%
80	-6	Cc1cc2cc(C)c3nnc(SCC(=O)NCc4ccc5c(c4)OCO5)n3c2cc1C	-2%	49	-28%
81	.	O=C(NC(CO)Cc1ccccc1)c1ccccc1 (stereo not given)	-3%	16	.
82	-4	O=C(O)CC1CCCC(c2ccccc2)C1=O (stereo not given)	2%	?	.
83	1	Cc1ccc(-c2csc(NC(=O)/C=C/c3cccs3)n2)cc1C	0%	?	.
84	2	CCOc1cc(C)c(-c2onc(C(F)(F)F)c2-c2csc(C)n2)c(O)c1	-8%	40	-17%
85	3	O/C(=C\Sc1nnc(Cc2ccccc2)o1)c1ccc(F)cc1	-1%	?	-3%
86	6	Cc1cccc2cc3c(NC(=O)CC(C)C)nn(C)c3nc12	-9%	-7	?
87	5	COc1ccccc1NC(=O)CSc1nnc(CC(=O)Nc2ccccc2)n1C	-2%	?	8%
88	2	CCOC(=O)Cn1c(-c2nonc2NC(=O)c2ccccc2F)nc2ccccc21	-5%	-108*	-8%

High-throughput results from PubChem BioAssay.

An excerpt; count on the stated rates, not on these rows.
